Screening results as filed in PubChem BioAssay.
GALK inhibitor: qHTS Assay for Inhibitors of Human Galactokinase (GALK). P51570. Purified GALK, Kinase-Glo residual ATP luminescence. Potency, µM (series often up to 57.5 µM), for inactives: at the top dose activity change, negative = inhibition, actives largely listed as inhibitors. 0.007% of 270,000 active; further: potency means the concentration at half of the fitted maximal effect; on the % scale 0 is the no-effect control and ±100 the full control effect
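GALK at 5 nM final was combined with compound, 35 uM ATP and 100 uM galactose in HEPES pH8.0 with MgCl2 and DTT. The reaction ran one hour at room temperature before luminescent ATP detection.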
Eya2 inh: qHTS Assay for Inhibitors of the Phosphatase Activity of Eya2. Protein phosphatase EYA2 (Homo sapiens), O00167. recombinant Eya2, OMFP fluorescence dephosphorylation (OMFP is methylfluorescein phosphate). Potency, µM (top dose mostly 76.9 µM), for inactives: at the highest dose activity, negative = inhibition, usual class: inhibitors. 0.006% of 330,000 active; further: potency means the concentration at half of the fitted maximal effect; on the % scale 0 is the no-effect control and ±100 the full control effect
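Eya2 protein (added as 0.2 uM solution) was preincubated with compound for 10 min at ambient temperature in 50 mM HEPES pH 7.5, 50 mM NaCl, 5 uM MgCl2, 0.05% BSA, 1 mM DTT. OMFP (added at 50 uM) then reacted 10 min; fluorescence read at 485/525 nm.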
ASM inhibitor: Inhibitors of Secretory Acid Sphingomyelinase (S-ASM): qHTS; Sphingomyelin phosphodiesterase (Homo sapiens), P17405; placental ASM, HMU-PC fluorogenic substrate, 60 min; Potency, µM (highest dose often 57.5 µM), for the others: at the top dose activity change, negative = inhibition, usual class: inhibitors; 0.006% of 340,000 active; further: potency means the concentration at half of the fitted maximal effect
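Fluorescence read-out (Ex 386 nm, Em 447 nm) after stopping the reaction at pH 10. Enzyme: ASM from human placenta; substrate HMU-PC0, 9 uM final; 60 min, 37 °C. Compound preincubation 10 min, ambient temperature.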
Menin-MLL TR inh: qHTS Assay for Inhibitors Targeting the Menin-MLL Interaction in MLL Related Leukemias: Competition With Texas Red Labeled MLL-derived Mutant Peptide; O00255; Menin + Texas Red MLL mutant peptide, fluorescence polarization; Potency, µM (highest dose often 61.6 µM), without a hit: top-dose FP activity change, negative = inhibition, actives largely listed as inhibitors; 0.23% of 270,000 active; AID 1768, 2009; active means well fitted inhibition curve with a large enough effect in the polarisation, with a control signal flat, not every such curve was filed as active; inconclusive means small, poorly fitted or top-dose-only effect, or effect the other way, or a change in a side signal; inactive means no such curve, though single readings can be large or run the other way; the % refers to the polarisation; further: potency means the concentration at half of the fitted maximal effect; % of control where 0% means no effect; many of its hits are not listed in these tables
PKM2 activator: qHTS Assay for Activators of Human Muscle isoform 2 Pyruvate Kinase; Pyruvate kinase PKM (Homo sapiens), P14618; purified PKM2, Kinase-Glo ATP luminescence, activation; response scale: 0% is enzyme alone, no compound; Potency, µM (highest dose often 57.5 µM), for inactives: at the highest dose activation, hits mostly activators; 0.34% of 260,000 active; AID 1631, 2009; further: potency means the concentration at half of the fitted maximal effect; on the % scale 0 is the no-effect control and ±100 the full control effect; nearly all actives have a fitted effect of over 55% in size
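ATP formation by purified human PK-M2, quantified via coupled luciferase luminescence after 1 h at room temperature with 0.1 mM ADP and 0.5 mM PEP final.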
Mito fusion yeast: qHTS Assay for Small Molecule Inhibitors of Mitochondrial Division or Activators of Mitochondrial Fusion; Potency, µM (top dose mostly 46.1 µM), for the others: top-dose growth rescue (activation), actives largely listed as activators; AID 485298, 2010; 0.23% of 320,000 active; S. cerevisiae fusion-defective mutant growth rescue, CellTiterGlo 48 h;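 further: potency means the concentration at half of the fitted maximal effect; % of control where 0% means no effect; nearly all actives have a fitted effect of over 45% in size; temperature-sensitive fusion mutants such as fzo1-1 at 37 °C on non-fermentable ethanol glycerol medium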
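Luminescent cell viability in 1536-well qHTS format served as the measure of rescued growth in ts fusion-mutant S. cerevisiae cultured on non-fermentable YPEG for 48 hours at 37C.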
USP2a inh: qHTS Assay for Inhibitors of Ubiquitin-specific Protease USP2a Using CHOP2 as the Reporter; 0.01% of 330,000 active; Ubiquitin carboxyl-terminal hydrolase 2 (Homo sapiens), O75604; USP2 core, Ub-CHOP2 coupled fluorogenic reporter, 485/531; Potency, µM (titrated, usually from 38.3 µM), for inactives: at the top dose activity change, negative = inhibition, hits mostly inhibitors;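 further: potency means the concentration at half of the fitted maximal effect; plate controls were DMSO wells for no effect and full inhibition by NEM control for full effect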
Target sequence (O75604 whole entry, looked up): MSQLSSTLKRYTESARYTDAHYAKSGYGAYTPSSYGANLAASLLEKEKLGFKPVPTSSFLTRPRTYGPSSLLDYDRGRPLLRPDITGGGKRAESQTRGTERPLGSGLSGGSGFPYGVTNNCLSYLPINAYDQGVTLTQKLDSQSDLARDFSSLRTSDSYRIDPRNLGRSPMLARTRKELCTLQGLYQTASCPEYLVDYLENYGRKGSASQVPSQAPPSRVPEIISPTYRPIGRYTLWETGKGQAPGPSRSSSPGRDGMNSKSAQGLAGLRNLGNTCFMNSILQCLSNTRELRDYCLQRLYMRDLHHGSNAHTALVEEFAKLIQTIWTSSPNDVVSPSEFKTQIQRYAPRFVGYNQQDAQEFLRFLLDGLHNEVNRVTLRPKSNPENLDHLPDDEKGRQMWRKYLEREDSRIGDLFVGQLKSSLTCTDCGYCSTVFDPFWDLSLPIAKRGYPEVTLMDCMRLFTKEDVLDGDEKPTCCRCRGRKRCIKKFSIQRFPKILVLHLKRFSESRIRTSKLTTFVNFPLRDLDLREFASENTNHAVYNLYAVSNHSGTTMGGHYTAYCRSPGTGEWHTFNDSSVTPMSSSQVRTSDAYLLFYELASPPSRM
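Deubiquitinase activity read as fluorescence (485/531 nm) after Ub-CHOP2 cleavage activates the enterokinase reporter on its substrate; USP2 core 10nM, Ub-CHOP2 and substrate 25nM each, 30min compound preincubation then 60min RT; data normalized to NEM, curves fitted.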
KCNH2 WT inh: qHTS for Inhibitors of KCHN2 3.1: Wildtype qHTS; Voltage-gated inwardly rectifying potassium channel KCNH2 (Homo sapiens), Q12809; 0.37% of 340,000 active; U2OS, BacMam KCNH2, thallium flux FluxOr; active compounds read low; activity change, % at 1.84 µM; AID 720551, 2013;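 active means maximum activity change below -70%; inconclusive means maximum activity change between -70% and -50%; inactive means maximum activity change above -50%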; further: on the % scale 0 is the no-effect control and ±100 the full control effect
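U2OS cells were transduced with wild-type KCNH2 virus (2.03 x 10^8 / mL) for 4 h at room temperature, then cultured overnight at 37 C. Thallium flux was read with FluxOr dye. Rate constants were normalized to DMSO controls.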
MBNL1 CUG block: qHTS Assay for Inhibitors of MBNL1-poly(CUG) RNA binding | Potency, µM (series often up to 57.5 µM), for the others: at the highest dose activity change, negative = inhibition, most hits filed as inhibitors | 0.036% of 280,000 active | Muscleblind-like protein 1 (Homo sapiens), Q9NR56 | TR-FRET MBNL1-His/biotin-(CUG)12 binding, 665/545 ratio; active means well fitted inhibition curve with a large enough effect in the signal ratio, with a control signal flat, not every such curve was filed as active; inconclusive means small, poorly fitted or top-dose-only effect, or effect the other way, or a change in a side signal; inactive means no such curve, though single readings can be large or run the other way; the % refers to the signal ratio; further: potency means the concentration at half of the fitted maximal effect; on the % scale 0 is the no-effect control and ±100 the full control effect
Target sequence (Q9NR56 whole entry, looked up): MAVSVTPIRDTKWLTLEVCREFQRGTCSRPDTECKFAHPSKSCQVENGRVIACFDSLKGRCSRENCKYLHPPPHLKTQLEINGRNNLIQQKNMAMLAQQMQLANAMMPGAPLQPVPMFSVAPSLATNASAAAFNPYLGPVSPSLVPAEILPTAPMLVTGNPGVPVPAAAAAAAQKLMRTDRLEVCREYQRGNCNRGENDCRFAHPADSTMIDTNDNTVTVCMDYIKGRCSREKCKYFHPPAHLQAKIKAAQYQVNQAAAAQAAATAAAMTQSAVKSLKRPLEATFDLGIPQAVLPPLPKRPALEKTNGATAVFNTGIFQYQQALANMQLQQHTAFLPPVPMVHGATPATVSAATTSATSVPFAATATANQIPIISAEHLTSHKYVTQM
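TR-FRET readout: Ex 340 nm, 665/545 nm emission ratio, normalized to buffer-only (basal) and MBNL1-(CUG)12 controls. Complex of MBNL1-His with Biotin-(CUG)12, compounds 92 nM–58 uM, incubated 60 min at room temperature.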
TSHR antagonist: Antagonists of the Thyroid Stimulating Hormone Receptor: HTS campaign. activity change, negative = inhibition, % at 11.5 µM. Thyrotropin receptor (Homo sapiens), P16473. AID 504810, 2011. 0.2% of 330,000 active. TSHR-expressing cells, TSH-stimulated cAMP HTRF, 2 h; active compounds read low;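 active means activity change below a set negative limit, meaning inhibition stronger than a set level, cut at about -70% in these data; inconclusive means activity change between two set negative limits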; further: on the % scale 0 is the no-effect control and ±100 the full control effect
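Competitive HTRF cAMP read-out (cryptate anti-cAMP antibody, cAMP-d2; 30 min, room temperature) in freshly harvested TSHR cells. Compounds added before TSH at EC80 (4nM final), followed by 2 hours' incubation at 37 deg C.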
Chronic BCR inh: qHTS Assay to Find Inhibitors of Chronic Active B-Cell Receptor Signaling. AID 493014, 2011. Potency, µM (doses to about 46.1 µM), inactives show at the top dose ratio change, negative = lower green/red ratio, most hits filed as inhibitors. 0.05% of 340,000 active. ABC-DLBCL IkBa-CBG/CBR reporter, luminescence ratio, 4 h; active means well fitted inhibition curve with a large enough effect in the signal ratio, with a control signal flat, not every such curve was filed as active; inconclusive means small, poorly fitted or top-dose-only effect, or effect the other way, or a change in a side signal; the % refers to the signal ratio;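 further: potency means the concentration at half of the fitted maximal effect; plate controls were basal doxycycline-induced cells for no effect and cells given 10 µM MG132 for full effect; MG132 reads +100%, hits lower the ratio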
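Doxycycline induced both beetle luciferases in TMD8 lymphoma cells; IKK-driven degradation limits the IkappaBalpha-fused green signal, while red luminescence normalises for cell number and nonspecific effects. Compounds tested up to 46 uM, 4 hrs.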
* = called active by the depositor; ? = inconclusive; . = not tested or not shown; [ ] = remark or other dose. Unless noted, the call rests on the fitted dose curve; in most records, active means well fitted curve in the direction sought with a large enough effect; inconclusive means small, poorly fitted or top-dose-only effect, or another doubt; inactive means no such curve, though single readings can be large; an effect the other way counts as inactive or inconclusive. Only part of the results is shown; the hit share may differ from the screen's.

SMILES	GALK inhibitor	Eya2 inh	ASM inhibitor	Menin-MLL TR inh	PKM2 activator	Mito fusion yeast	USP2a inh	KCNH2 WT inh	MBNL1 CUG block	TSHR antagonist	Chronic BCR inh
Cc1nc2cc(-c3ccccc3)nn2c(N)c1-c1ccccc1	.	-6%	2%	.	.	2%	3%	6	.	-11	-13%
O=C1CSC(c2ccc(F)cc2)N1c1ccccc1F (configuration not stated)	.	0%	2%	?	.	-8%	0%	-12	2%	0	-1%
CCN(CC)CCNC(=S)N1CCn2c(nc3ccccc32)C1	.	-2%	-1%	1%	-3%	-5%	0%	9	-4%	-3	0%
CC(C)(C)C(=O)Nc1ccccc1C(=O)Nc1cc(Cl)ccc1Cl	3%	-3%	-11%	31%[activator]	2%	7%	-1%	7	3%	4	?
Cc1cc(=O)n2nc(N3CCC(C(=O)NCc4cccnc4)CC3)sc2n1	0%	-15%	-1%	8%	1%	-1%	-1%	14	-6%	-2	6%
Nc1nc2ccccc2n1C(=O)c1ccco1	.	-8%	2%	-9%	-31%	5%	-1%	-21	-9%	4	?
COc1ccccc1N1CCN(C(=O)C2CCN(C(=O)c3ccc(C(C)(C)C)cc3)CC2)CC1	-3%	0%	3%	?	8%	8%	-2%	4	1%	-3	-3%
NC(=O)NC(=O)COC(=O)c1cccc(S(=O)(=O)N2CCCCCC2)c1	1%	16%	2%	.	-1%	5%	1%	18	3%	6	0%
CCOC(=O)c1c(NC(=O)CCc2ccc(CC)o2)sc(C)c1C	2%	-9%	-8%	-6%	?	0%	3%	-1	5%	2	4%
CN(CC(=O)NCC1CCCCC1)S(=O)(=O)c1ccc(F)cc1	-3%	19%	2%	-27%	.	-9%	-1%	-2	0%	6	1%
CCOc1ccccc1OCC(=O)Nc1nnc(COC)s1	0%	1%	0%	6%	5%	0%	1%	-9	-2%	6	-9%
COc1ccccc1/C=C/C(=O)OCC(=O)c1c[nH]c2ccccc12	.	8%	-12%	.	.	11%	0%	0	.	-25	?
COc1cccc(CNC(=O)CCCc2cn(C)c3ccccc23)c1	4%	-6%	1%	7%	.	-8%	2%	7	-2%	2	-15%
CC(C)C(=O)N[C@H]1CCC2C3CC=C4C[C@@H](O)CC[C@]4(C)C3CC[C@@]21C (some centres not stated)	.	-7%	-1%	.	.	.	-2%	-4	.	-2	4%
COc1c(Br)cc(/C=N/n2c(-c3ccccc3)n[nH]c2=S)c(O)c1Br	2%	12%	-3%	?	-4%	3%	-12%	5	-6%	56	?
CSCCC(NC(=O)COc1cccc2ccccc12)C(=O)O (configuration not stated)	-1%	-7%	2%	.	0%	-1%	-4%	-1	-7%	5	-1%
N#CCCN(C(=O)COC(=O)CCc1c[nH]c2ccccc12)c1ccccc1	.	2%	-1%	.	.	10%	-4%	-13	.	1	15%
O=C1NC(=O)/C(=C/c2cccc3ccccc23)S1	-11%	-8%	-2%	?	0%	8%	-1%	-15	4%	-50	?
COc1ccc(CCN2C(=O)CSC2=S)cc1OC	10%	9%	1%	-15%	.	-44%[inhibitor]	8%	-1	-14%	-3	?
Cc1cccnc1Nc1ncnc(N)c1[N+](=O)[O-]	0%	-4%	0%	1%	7%	7%	-1%	11	?	-1	1%

As entered above:
Nc1nc2ccccc2n1C(=O)c1ccco1 @ MBNL1 CUG block = -9%
CCOc1ccccc1OCC(=O)Nc1nnc(COC)s1 @ ASM inhibitor = 0%
N#CCCN(C(=O)COC(=O)CCc1c[nH]c2ccccc12)c1ccccc1 @ Mito fusion yeast = 10%

Next part
SMILES	GALK inhibitor	Eya2 inh	ASM inhibitor	Menin-MLL TR inh	PKM2 activator	Mito fusion yeast	USP2a inh	KCNH2 WT inh	MBNL1 CUG block	TSHR antagonist	Chronic BCR inh
CCOc1ccc(N/C(=N/c2nc(C)cc(C)n2)NC(=O)CC)cc1	4%	-3%	-1%	.	-1%	4%	-1%	-2	-8%	3	-13%
CCCCN(C)CCNC(=O)c1nn(-c2ccc(OC)cc2)c(=O)c2c1c1ccccc1n2C	-3%	7%	0%	?	3%	1%	9%	.	3%	26	6%
O=S(=O)(c1ccccc1)N1CCN(C(=S)Nc2ccccc2Cl)CC1	7%	-10%	6%	-4%	3%	-2%	-3%	24	-2%	11	-3%
CSc1nsc(SCC(=O)Nc2nc3ccc(C)cc3s2)n1	2%	-6%	-5%	?	1%	1%	3%	-17	5%	-2	?
CSc1nnc(-c2cccs2)n1C	0%	3%	3%	22%	-4%	1%	-1%	1	3%	-13	-2%
O=C(CCCOc1ccccc1)N1CCN(S(=O)(=O)c2ccccc2)CC1	.	1%	-1%	.	.	8%	-1%	0	.	-15	4%
Cc1cccc(N(C)C(=O)C2CCCN2S(=O)(=O)c2cccc3nsnc23)c1 (configuration not stated)	.	1%	5%	.	-2%	0%	1%	-3	?	6	-4%
O=C(CN1C(=O)/C(=C/c2ccc(F)cc2)SC1=S)NC1C=CS(=O)(=O)C1 (configuration not stated)	0%	-4%	-1%	33%[activator]	.	0%	4%	-8	?	0	28%
OCCNc1ncnc2c1c(-c1ccccc1)c(-c1ccccc1)n2Cc1ccco1	-3%	-15%	-9%	?	1%	6%	0%	-3	-3%	-6	?
COc1ccccc1N1CCN(CCCCN2C(=O)C3CCCCN3C2=O)CC1 (configuration not stated)	2%	3%	3%	2%	0%	-1%	4%	-9	-10%	-8	6%
CCC(C)n1c(SCC(=O)NCCc2ccc(S(N)(=O)=O)cc2)nc2ccsc2c1=O (configuration not stated)	.	12%	1%	-1%	2%	-11%	0%	2	-27%	3	-1%
Cc1nn(C(=O)Cn2cc([N+](=O)[O-])cn2)c(C)c1Cl	3%	7%	-2%	7%	10%	1%	4%	0	2%	-3	-1%
CCC(CO)Nc1ncnc2c1cnn2-c1ccc(Cl)cc1 (configuration not stated)	0%	-12%	-4%	1%[11.7 µM]	0%	9%	0%	-6	6%	-25	?
CCn1cnc2c1c(=O)[nH]c(=O)n2Cc1ccccc1	.	-30%	0%	-5%	.	-1%	-1%	-6	-3%	6	-9%
CN(C)c1ccc(-c2nnc(-c3ccc(S(=O)(=O)C(F)F)cc3)o2)cc1	-5%	-12%	12%	18%	-5%	-1%	0%	20	5%	-8	-4%
CCCCNC(=O)CSc1nc2ccccc2c(=O)n1C1CCCC1	3%	7%	-1%	-5%	1%	9%	-3%	3	-7%	-15	6%

Compound profiles (already shown). Values in the order: GALK inhibitor	Eya2 inh	ASM inhibitor	Menin-MLL TR inh	PKM2 activator	Mito fusion yeast	USP2a inh	KCNH2 WT inh	MBNL1 CUG block	TSHR antagonist	Chronic BCR inh
`O=C1CSC(c2ccc(F)cc2)N1c1ccccc1F` (configuration not stated) across the screens: .	0%	2%	?	.	-8%	0%	-12	2%	0	-1%
`CCC(C)n1c(SCC(=O)NCCc2ccc(S(N)(=O)=O)cc2)nc2ccsc2c1=O` (configuration not stated) across the screens: .	12%	1%	-1%	2%	-11%	0%	2	-27%	3	-1%
